TbREL1 inh = TbREL1 RNA ligase inhibitors, primary screen, biochemical, FRET fluorescence. AID 1117264, 2014. 0.49% of 89,000 active. RNA-editing ligase 1, mitochondrial (Trypanosoma brucei brucei), P86926. TbREL1 RNA ligation. inhibition, % at 9.66 µM;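 active means inhibition above the mean inhibition across all screened compounds plus 3 SD, cut at about 11% in these data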;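 further: 0% = plate median of test wells and 100% = NSC42067 control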
Target sequence (P86926 whole entry, looked up): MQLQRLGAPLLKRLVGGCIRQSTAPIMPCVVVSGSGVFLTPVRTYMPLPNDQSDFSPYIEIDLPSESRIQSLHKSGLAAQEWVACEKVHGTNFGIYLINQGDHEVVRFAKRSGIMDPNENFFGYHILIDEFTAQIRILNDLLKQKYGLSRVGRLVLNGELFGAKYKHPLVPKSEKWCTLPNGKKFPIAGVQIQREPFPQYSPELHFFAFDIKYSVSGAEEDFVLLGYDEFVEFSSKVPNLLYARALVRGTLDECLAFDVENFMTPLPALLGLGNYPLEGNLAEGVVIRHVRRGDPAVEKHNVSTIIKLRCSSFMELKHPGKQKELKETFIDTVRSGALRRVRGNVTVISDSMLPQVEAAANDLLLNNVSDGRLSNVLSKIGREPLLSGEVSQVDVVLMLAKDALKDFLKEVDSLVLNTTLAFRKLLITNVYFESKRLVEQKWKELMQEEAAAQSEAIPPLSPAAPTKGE
Active calls of the source: *. Not all compounds are listed (hit frequency here may not be typical).

SMILES,TbREL1 inh
Cc1ccc(OCCN2CCCCCC2)c(C)c1,3
COc1ccc(N=Nc2c(C)n[nH]c2C)cc1,1
Cc1ccc(S(=O)(=O)NCC23C=CC(O2)C2C(=O)N(c4ccccc4)C(=O)C23)cc1 (stereo unspecified),-5
CCc1c(C)nc(Nc2nc(C)c3cc(OC)ccc3n2)[nH]c1=O,2
CC(=O)N[C@@H](Cc1c[nH]c2ccccc12)C(=O)OCc1ccc(C#N)cc1,-5
Oc1ccc(CNc2ccccn2)c2cccnc12,6
CNC(=O)CN1C(=O)CSc2ncccc21,0
CCC(=O)N1CCN(c2ccccc2NC(=O)c2cccs2)CC1,1
O=C(Nc1nc(-c2ccccn2)cs1)c1ccc2c(c1)OCCO2,0
CCCCn1c(N)c(N(C(=O)CSc2nncn2-c2ccccc2)C2CCCC2)c(=O)[nH]c1=O,-2
COc1ccc(Nc2nnc(C)c(=O)[nH]2)cc1,0
CC(=O)c1c(C)n(-c2ccc(N(C)C)cc2)c2ccc(OCC(N)=O)cc12,-4
Cc1ccc(S(=O)(=O)N2CCCC2C(=O)N2CCc3ccccc3C2)cc1C (stereo unspecified),0
CN(C)C(=O)N1CCCC(C(=O)NCc2ccccc2Cl)C1 (stereo unspecified),0
Cc1cc(C(=O)N2CC(C)CC(C)C2)c(C)o1 (stereo unspecified),-2
Cc1nc(SCC(=O)Nc2ccc(OCc3ccccc3)cc2)n[nH]1,1
COc1ccc2cc(/C=N/NC(=O)c3ccc(CN(c4ccc(C)c(C)c4)S(C)(=O)=O)cc3)c(Cl)nc2c1,8
O=C(COc1cc(O)c2c(=O)cc(-c3ccccc3)oc2c1)c1cccc([N+](=O)[O-])c1,4
O=C(c1ccc2c3n(nc2c1)-c1ccccc1CO3)N1CCCCC1,-1
CC(Sc1nc(N)cc(=O)[nH]1)C(=O)NCC(=O)Nc1ccc(F)c(F)c1F (stereo unspecified),-2
Cc1ccc(N2CCN(CC(O)COC3CCCCC3)CC2)cc1 (stereo unspecified),-6
O=S(=O)(c1ccc(NC2CCCCC2)cc1)N1CCOCC1,0
CN(C(=O)COC(=O)c1ccc(-c2ccc(O)cc2)cc1)C1CCS(=O)(=O)C1 (stereo unspecified),-3
CC(=O)Nc1cccc(NC(=O)C2CCCN2C(=O)Nc2ccc(C)cc2)c1 (stereo unspecified),-2
CC(C)N1C(=O)S/C(=C/c2cccnc2)C1=O,0
Cc1cc(=O)[nH]c(SCC(=O)NN(c2ccccc2)c2ccccc2)n1,1
COc1cccc(NC(=O)CN(C)C(=O)c2c(C)nn(CC(C)C)c2Cl)c1,-3
COc1ccccc1C(=O)NCC1(c2ccccc2)CCCC1,-1
COc1cccc(NC(=O)CN(C)C(=O)c2cc(S(=O)(=O)N3CCCCCC3)ccc2OC)c1,4
OCCN(Cc1cccnc1)Cc1ccccn1,3
Oc1ccccc1-c1nnc(COc2ccccc2)o1,-1
C=CC[C@@H](CC(=O)NCCO)C(=O)N[C@@H](COC(=O)[C@@H](CC=C)CC(=O)OC(C)(C)C)Cc1c[nH]c2ccccc12,-3
O=C(Nc1ccc(-c2ccc([N+](=O)[O-])cc2)cc1)c1ccccc1F,0
C/C(=N\NC(=O)c1ccccc1)c1cc2cc([N+](=O)[O-])ccc2oc1=O,4
CCOc1ccccc1/C=C(\C#N)C1=CCCC1,0
Cn1cccc1CNCc1ccccc1Cl,0
CN(C)CCCNC(=O)C[C@@H]1CC[C@@H]2[C@H](COc3ccc(NC(=O)c4cccc(F)c4)cc3C(=O)N2C)O1,-1
Clc1ccc(NCc2cccnc2)cc1,-3
CCC1(C)Cc2c(sc3nnn(CC(=O)Nc4cccc5ccccc45)c(=O)c23)CO1 (stereo unspecified),-2
CC1Cc2ccccc2N1C(=O)CN(C)CC(=O)Nc1ccc(F)cc1 (stereo unspecified),-3
O=C(Cn1cc2c(n1)CCCC2)NCC1CCCO1 (stereo unspecified),0
O=C(NNC1=NCCC1)c1ccc(Br)cc1,-2
Cc1c(NC(=O)c2ccc(Br)o2)c(=O)n(-c2ccccc2)n1C,1
COCCCNC(=O)c1ccc2c(c1)NC(=O)C(C)(C)O2,-3
C#CCOCCOCCOCCNc1nc(N2CCN(C(=O)[C@H]([C@@H](C)CC)n3cc(CCC(=O)O)nn3)CC2)nc(N2CCN(C(=O)[C@H](C)n3cc(CCCN=C(N)N)nn3)CC2)n1,2

A different layout for some results above:
O=C(Nc1ccc(-c2ccc([N+](=O)[O-])cc2)cc1)c1ccccc1F
  TbREL1 inh: 0
CCC1(C)Cc2c(sc3nnn(CC(=O)Nc4cccc5ccccc45)c(=O)c23)CO1 (stereo unspecified)
  TbREL1 inh: -2

Next part
SMILES,TbREL1 inh
CC(C)(C)c1ccc(OC(=O)c2ccc(-n3cncn3)nc2)cc1,2
COc1ccc(Cl)cc1S(=O)(=O)N1CCCC(C(=O)NCc2ccccc2)C1 (stereo unspecified),7
COc1ccc(S(=O)(=O)N2CCN(CC(=O)NCCc3cccs3)CC2)cc1,-2
O=C(NCc1ccco1)/C(=C\c1ccco1)NC(=O)c1ccc(Br)o1,0
CCOc1ccc(Cl)cc1/C=N/NC(N)=O,2
N#CCCN(Cc1cccs1)C(=O)Nc1ccc(F)cc1,1
COCCNC(=O)c1onc(CSc2cccc(Cl)c2)c1C(=O)O,1
COC(=O)CC/C(=N/Nc1ccc(Cl)c(Cl)c1)C(=O)OC,0
Cc1cc(NC(=O)c2sccc2C)n(-c2nc3ccccc3[nH]2)n1,-1
COc1cc(OC)c(OC)cc1CNC(=O)c1cc(S(=O)(=O)N(C)c2ccccc2OC)ccc1C,-3
Cc1ccc2oc(=O)n(Cc3ccc(OC(C)C)cc3)c2c1,3
OCCOCCNc1ncnc2c1cnn2-c1ccccc1,7
O=C(Nc1ccccc1F)c1ccc2c(c1)OCO2,0
Cc1cccc(C(=O)Nc2ccc3c(c2)ncn3C)c1,2
CCOCCn1c(C)c(C(=O)OCC)c2cc(O)c3ccccc3c21,-5

Sorted by SMILES length (low to high): 6 of the compounds above.
SMILES,TbREL1 inh
CCOc1ccc(Cl)cc1/C=N/NC(N)=O,2
Cc1cccc(C(=O)Nc2ccc3c(c2)ncn3C)c1,2
Cc1ccc2oc(=O)n(Cc3ccc(OC(C)C)cc3)c2c1,3
COCCNC(=O)c1onc(CSc2cccc(Cl)c2)c1C(=O)O,1
CCOCCn1c(C)c(C(=O)OCC)c2cc(O)c3ccccc3c21,-5
COc1ccc(S(=O)(=O)N2CCN(CC(=O)NCCc3cccs3)CC2)cc1,-2

The list goes on.
SMILES,TbREL1 inh
COc1cc2c(cc1OC)C(C)N(C(=O)c1c(-c3ccccc3)noc1C)CC2 (stereo unspecified),-4
Cc1nn2c3c(cnc2c1-c1ccccc1)C(=O)CC(c1ccccc1)C3 (stereo unspecified),1
COc1cc2c(cc1Cl)/C(=C\CCN(C)C)c1ccccc1S2,5
COC(=O)c1ccc(CNC(=O)/C=C/c2cc([N+](=O)[O-])ccc2OC(F)F)cc1,-5
COC(=O)c1ccc2nc(-c3ccc(S(C)(=O)=O)cc3)cn2c1,2
[2H]c1c([2H])c([2H])c(C(=O)c2sc(N3CCCCCC3)nc2-c2ccccc2)c([2H])c1[2H],-2
O=C(NCC(c1ccccc1)c1ccccc1)[C@H](Cc1c[nH]c2ccccc12)NC1(C(=O)NC2CCCCC2)CCC1,-5
CC1CCC2(CC1)NC(=O)N(CC(=O)Nc1cccnc1Cl)C2=O (stereo unspecified),0
COC(=O)C1=C(N)Oc2c(oc(CO)cc2=O)C1c1ccc(F)cc1 (stereo unspecified),2
CC(=O)Oc1ccccc1C1OCCN1C(C)=O (stereo unspecified),7
COc1ccccc1NC(=O)NC1(C(=O)N2CCC(O)CC2)CCCCC1,2
COc1cc(/C=C(/Sc2nnc(-c3ccc(F)cc3)o2)C(=O)O)ccc1OC(F)F,-1
CC(C)CCNC(=O)C(Cc1ccccc1)NS(=O)(=O)c1ccc2c(c1)c(=O)n(C)c(=O)n2C (stereo unspecified),-1
COc1cccc(OC)c1C(=O)Nc1nnc(C(C)C)s1,1
COc1ccc2cc(C(c3nnnn3CCc3ccccc3)N3CCCC(C)C3)c(=O)[nH]c2c1 (stereo unspecified),-4
CC1(C)CC(=O)C2=C(C1)OC(N)=C(C#N)[C@@H]2c1ccccc1[N+](=O)[O-],2
N#Cc1c(SCC(=O)Nc2nccs2)sc2c(O)cc(=O)[nH]c12,38*
Cn1c(/C(C#N)=C(\O)c2ccc([N+](=O)[O-])cc2)nc2ccccc21,1
CCOc1ccc(NC(=O)CN(C)C(=O)CN2C(=O)C3CC=CCC3C2=O)cc1OCC (stereo unspecified),1
Cc1ccc(CN2CC(C(=O)Nc3ncccc3C)CC2=O)cc1 (stereo unspecified),0
CC(=O)c1cccc(OCC(=O)N(C)CC(=O)Nc2ccc(F)cc2)c1,-6
Cc1cc(NC(=O)CSc2nccn2-c2ccc(Cl)cc2)no1,-1
CCOC(=O)c1sc(NC(=O)CCSC)nc1C,1
CCOc1cccc(/C=C2/NC(=O)N(CC(=O)Nc3cccc(C)c3)C2=O)c1O,-1
Cc1ccc(S(=O)(=O)NCc2ccccc2)cc1C(=O)N1CC(C)CC(C)C1 (stereo unspecified),7
COc1ccc(C(CNS(=O)(=O)c2ccc(C)cc2)N2CCN(C)CC2)cc1 (stereo unspecified),1
FC(F)Oc1ccc(/C=N/NC(=S)Nc2cc(C(F)(F)F)ccc2Cl)cc1,-3
CN(NC(=O)COc1ccccc1)C1=NS(=O)(=O)c2ccccc21,-2
CCCCCCCC(=O)Nc1cc(C(=O)NCc2ccc(C)cc2)ccc1N1CCC2(CC1)CC(c1cccc(Br)c1)=NO2,2
CCn1c(SCC(=O)c2ccc(Cl)s2)nnc1-c1cccs1,1
CCCC(=O)Nc1ccc(N2CCCCC2)cc1,-5
Cc1cc(NC(=O)COC(=O)C2CC(=O)N(c3ccc(C)c(Cl)c3)C2)no1 (stereo unspecified),3
Cc1c(Cc2ccccc2)sc(NC(=O)C(C)(C)C)c1C(N)=O,-1
CC(NC(=O)CN1C(=O)NC2(CCc3ccccc32)C1=O)c1ccccc1 (stereo unspecified),1
O=c1oc2ccccc2cc1C1=Nn2c(nnc2-c2cccnc2)SC1,0
CC1(c2nnc(-c3cccc(Cl)c3)o2)CC(c2ccccc2)=NO1 (stereo unspecified),-2
O=C(NCCNc1ccc([N+](=O)[O-])cc1C(F)(F)F)c1cccc(F)c1,3
CC(C)NS(=O)(=O)c1ccc(CCC(=O)NCc2ccc3c(c2)OCO3)cc1,-3
COc1ccc(C[C@@H]2CN3C(=NC[C@@H]3C)N2C[C@H](C)NC(=O)c2ccc(C)c(Br)c2)cc1,6
CCN(CC)S(=O)(=O)c1ccc(N2CCOCC2)c(NC(=O)c2cc(Cl)c3c(c2)OCO3)c1,-3
Cn1cccc1C(=O)N1CCN(S(=O)(=O)c2ccc(Cl)s2)CC1,-3
COC(=O)CC1=C(C(=O)OC)C(c2cc(OC)c(OC)cc2OC)C(C#N)=C(N)O1 (stereo unspecified),-2
CC(=O)c1cn(C2OC(CO)C3OC(C)(C)OC32)c(=O)n(C)c1=O (stereo unspecified),-2
O=C(Nc1ccc(Cl)cc1)c1ccc2c(c1)OCO2,2
CCCC(=O)N1CCC1(C)C(=O)Nc1ccc(C)cc1 (stereo unspecified),0

Reprinted at random: 2 entries already listed
SMILES,TbREL1 inh
O=C(Nc1ccc(Cl)cc1)c1ccc2c(c1)OCO2,2
O=c1oc2ccccc2cc1C1=Nn2c(nnc2-c2cccnc2)SC1,0

Additional structures.
SMILES,TbREL1 inh
O=C(NCCc1ccccc1)OCc1cn(Cc2ccccc2Cl)nn1,0
COC(CSc1nc(N)c2c3c(sc2n1)CN(C)CC3)OC,3
CCn1c(SCc2nc3ccccc3nc2C)nnc1-c1cccs1,1
CSc1nc(Cl)c(Cc2ccc(OC(C)C)cc2)c(N2CCOCC2)n1,-1
O=C(OCCO)c1c(-c2ccccc2)oc2c1C(OCCO)CCC2 (stereo unspecified),5
CCCc1cc(=O)n2[nH]c(NCc3ccc(OC)c(OC)c3)nc2n1,-1
COc1ccc(CN2C(=O)[C@@](O)(c3cccn3C)c3cc(F)ccc32)cc1,-2
O=C(CCSCCc1ccccn1)Nc1nccs1,-2
CCC(=O)N(Cc1ccccc1)c1ccccc1C(=O)Nc1cc(OC)ccc1OC,-2
CCOC(=O)CN1C(=O)[C@]2(OCCC=C[C@H]2C)c2c(Br)cccc21,-4
CS(=O)(=O)Nc1ccc(C(=O)NCc2ccco2)cc1,1
CCSc1nnc(NC(=O)c2nc3nc(C)cc(C)n3n2)s1,1
Cc1cc(C)c(S(=O)(=O)ON2C(=O)c3ccccc3C2=O)cc1C,2
Cc1ccc(S(=O)(=O)n2ccc(OC(=O)c3cccs3)n2)cc1,2
COc1c(F)c(F)c(C(=O)Nc2cccc(Cl)c2N2CCOCC2)c(F)c1F,6
O=C1NCCN1CCNc1nc(NCc2ccccc2)nc2ccsc12,4
CCOC(=O)N1CCN(C(=O)c2cnn3c(C(F)(F)F)cc(-c4cccs4)nc23)CC1,-1
Cc1cc(N2CCCC2=O)cc(C)c1CN1C(=O)c2ccccc2C1=O,0
O=C(NCc1ccco1)c1cc(S(=O)(=O)N2CCOCC2)ccc1Cl,-2
C=CCn1c(SCC(=O)N(CC)C2CCS(=O)(=O)C2)nc2scc(-c3ccccc3)c2c1=O (stereo unspecified),-3
CC(C)Cc1nnc(NC(=O)CSc2nc(O)c(-c3ccccc3)c(=O)[nH]2)s1,-3
O=C(CSc1nnc(-c2ccccn2)n1Cc1ccco1)c1ccc(-c2ccccc2)cc1,-1
O=C(COc1nsnc1N1CCOCC1)Nc1ccc([N+](=O)[O-])cc1,-2
